TIM10 inh: inhibits growth of TIM10 yeast strain. S. cerevisiae TIM10 strain growth, BacTiter-Glo luminescence, 24 h. inhibition, % at 10 µM. 1.4% of 330,000 active. AID 463195;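 active = inhibition of 40% or more at the single tested concentration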;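 note: wild-type TIM10 isogenic control strain grown at permissive 25 °C; 0% = DMSO yeast wells and 100% = minimal medium wells without yeast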
mIAP inh: mouse IAP inhibition | purified mouse IAP, CDP-Star luminescence, 30 min | 0.2% of 330,000 active | inhibition, % at 10 µM;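 active = inhibition of at least 40% at 10 µM in the primary screen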;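 note: plate controls were DMSO with enzyme for no effect and no enzyme wells for full effect; values of inactives mirror those of a sister screen read the other way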
hIAP act: human IAP activation | activation factor at 10 µM | P09923 | 0.16% of 330,000 active | purified human IAP, CDP-Star luminescence, 30 min; stronger effect = higher value; 1 = vehicle-only enzyme, 0 = enzyme-free background;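 active = activation factor of the enzyme at least 2-fold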; note: the source names both 10 and 20 µM as test concentration; values of inactives mirror those of a sister screen read the other way
Target sequence (P09923 whole entry, looked up): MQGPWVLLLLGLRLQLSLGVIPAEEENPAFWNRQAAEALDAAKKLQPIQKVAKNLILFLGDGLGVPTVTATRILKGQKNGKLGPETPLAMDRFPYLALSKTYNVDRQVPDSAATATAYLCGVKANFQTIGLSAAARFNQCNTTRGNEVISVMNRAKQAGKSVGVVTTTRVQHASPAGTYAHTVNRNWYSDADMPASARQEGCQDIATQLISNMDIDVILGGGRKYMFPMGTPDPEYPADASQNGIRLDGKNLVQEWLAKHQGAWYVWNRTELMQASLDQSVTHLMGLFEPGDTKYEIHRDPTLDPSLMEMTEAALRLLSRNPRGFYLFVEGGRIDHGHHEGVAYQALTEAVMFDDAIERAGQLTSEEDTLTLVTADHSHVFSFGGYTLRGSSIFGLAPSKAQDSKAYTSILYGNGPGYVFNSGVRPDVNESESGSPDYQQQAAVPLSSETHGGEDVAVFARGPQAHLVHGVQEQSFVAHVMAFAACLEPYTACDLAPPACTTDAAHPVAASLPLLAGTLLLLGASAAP
hIAP inh: human IAP inhibition; purified IAP, CDP-Star luminescence, 30 min; inhibition, % at 10 µM; 0.12% of 330,000 active; AID 2544;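 active = inhibition reaching a set limit with compound at 10 µM in the primary screen, cut at about 35% in these data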;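 note: plate controls were DMSO wells with enzyme for no effect and no-enzyme buffer wells for full effect; values of inactives mirror those of a sister screen read the other way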
NALP3 yeast inh: NALP3 inhibition in yeast; Yeast reconstituted NLRP3/ASC/caspase-1, beta-gal luminescence, 24 h; 0.39% of 330,000 active; AID 2825; inhibition, % at 10 µM;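 active = inhibition of 50% or more; inactive = inhibition below 50%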;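 note: plate controls were induced DMSO wells for no effect and uninduced yeast grown without galactose for full effect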
tim10-1 inh: growth inhibitors of tim10-1 mutant yeast | 2.2% of 330,000 active | S. cerevisiae tim10-1 ts strain growth, BacTiter-Glo, 24 h | inhibition, % at 20 µM | AID 463190;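 active = inhibition of at least 40%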;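 note: mutant grown at 25 °C; 0% = DMSO wells with yeast and 100% = wells holding no yeast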
Apaf1 inhib: inhibitors of human Apaf-1 apoptosome. O14727. reconstituted apoptosome caspase-3 activity, DEVD-Rh110 fluorescence. inhibition, % at 20 µM. 0.71% of 330,000 active. AID 489030; active = inhibition of at least 40% at 20 µM;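 note: plate controls were DMSO wells for no effect and DEVD-CHO caspase inhibitor wells for full effect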
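System: reconstituted apoptosome with Apaf-1, cytochrome c, caspase-9, procaspase-3, dATP; Signal: Rh110 fluorescence intensity; Schedule: 30 min compound preincubation, 50 min activation, room temperature; Reagent: cytochrome c trigger plus (Z-DEVD)2-Rh110 caspase-3 substrate.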
ATG4B inhibitor: blocks human ATG4B protease cleavage of LC3 substrate | inhibition, % at 8.33 µM | ATG4B cleavage of LC3-PLA2, NBD-HPC fluorescence, 1 h | AID 504462 | 0.51% of 340,000 active | Q9Y4P1; in the data active = inhibition above about 40%
Target sequence (Q9Y4P1 whole entry, looked up): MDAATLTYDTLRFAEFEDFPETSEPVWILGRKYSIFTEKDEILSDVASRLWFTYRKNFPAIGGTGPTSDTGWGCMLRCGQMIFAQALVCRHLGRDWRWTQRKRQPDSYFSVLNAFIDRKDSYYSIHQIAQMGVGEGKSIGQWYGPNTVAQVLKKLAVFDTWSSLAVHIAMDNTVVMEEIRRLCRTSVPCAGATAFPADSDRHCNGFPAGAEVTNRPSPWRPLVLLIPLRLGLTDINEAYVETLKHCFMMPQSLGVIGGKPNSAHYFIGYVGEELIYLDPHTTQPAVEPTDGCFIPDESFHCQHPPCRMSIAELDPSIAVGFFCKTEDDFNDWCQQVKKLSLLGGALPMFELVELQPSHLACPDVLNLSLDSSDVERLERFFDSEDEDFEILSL
mIAP activ: mouse IAP activation. activation factor at 10 µM. AID 2805. 0.24% of 330,000 active. muIAP, CDP-Star luminescence, 30 min; stronger effect = higher value; 1 = vehicle-only enzyme signal, 0 = enzyme-free wells;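 active = activation factor of at least 2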; note: the source names both 10 and 20 µM as test concentration; values of inactives mirror those of a sister screen read the other way
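Assay system: mouse IAP enzyme / Compound: DMSO-dissolved test compounds / Timing: 30 min, room temperature / Measured by: luminescence from enzymatic CDP-Star hydrolysis / Control set: DMSO-only wells, enzyme-free buffer wells as negative control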
An asterisk follows results filed as active.

SMILES	TIM10 inh	mIAP inh	hIAP act	hIAP inh	NALP3 yeast inh	tim10-1 inh	Apaf1 inhib	ATG4B inhibitor	mIAP activ
O=C(CCN1CCOCC1)NNC(=O)Nc1cccc([N+](=O)[O-])c1	-1.2	-1.6	1.14	-13.9	11.6	-20.2	-2.9	6.6	1.02
O=C(NCc1ccco1)c1ccc(CS(=O)(=O)Cc2ccc(Cl)cc2)o1	-3.7	2.8	0.889	11.1	13.6	12.2	-8.7	-0.3	0.972
CC(=O)CSc1nnc2c3ccccc3nc(C(C)(C)C)n12	13.2	-12.7	1.12	-12.2	15.0	10.3	11.5	2.1	1.13
CC(CCCC(C)(C)O)NCCO (stereo not given)	-19.4	-6.4	1.13	-13.1	3.6	-9.7	-4.8	9.5	1.06
O=C(COC(=O)c1cccc(Br)c1)Nc1cccc2c1C(=O)c1ccccc1C2=O	5.5	-1.2	1.12	-12.4	-3.2	13.5	0.5	3.5	1.01
CC(O)CSc1nc2c(c(=O)[nH]c(=O)n2C)n1CC(O)COc1ccccc1 (stereo not given)	-17.0	-2.7	1.08	-8.5	26.0	-4.7	-0.9	-5.6	1.03
Cc1ccc2[nH]c(C)c(/C=N/Nc3nc4ccccc4s3)c2c1	41.9*	10.7	0.942	5.8	14.5	39.2	1.5	-10.1	0.893
O=C(N/N=C/c1ccc[nH]1)c1ccc(COc2cccc3cccnc23)cc1	18.4	35.2	1.04	-3.6	18.4	6.4	-4.9	-5.7	0.648
Cc1cccc(C)c1OCc1cc(C(=O)NC2CCC(O)CC2)no1 (stereo not given)	1.4	-1.1	0.98	2.0	12.9	11.2	0.1	-4.5	1.01
CCNS(=O)(=O)c1ccc(CCC(=O)N2CCN(c3ccccc3F)CC2)cc1	-3.7	-4.6	1.26	-26.3	26.6	1.8	-8.6	-7.2	1.05
Cn1ccnc1C(=O)c1cc(SCC(=O)NC2CC2)nc2ccccc12	-24.9	4.8	1.05	-5.4	7.8	13.1	-1.5	-5.3	0.952
CN(C)CC(CCC(CN(C)C)C(O)(c1ccccc1)c1ccccc1)C(O)(c1ccccc1)c1ccccc1 (stereo not given)	7.9	-3.1	0.857	14.3	38.9	19.2	7.9	11.2	1.03
O=C1CC(c2cccs2)Sc2nc3ccccc3n21 (stereo not given)	29.1	-7.9	0.866	13.4	-6.5	26.1	7.8	-5.1	1.08
Nc1nc(C23CC4CC(CC(C4)C2)C3)[nH]c(=O)n1	18.7	6.3	0.995	0.5	14.4	11.2	-3.8	0.3	0.937
CCN(c1ccccc1)S(=O)(=O)c1cc(C(=O)NCc2ccco2)ccc1C	4.7	-1.3	1.03	-3.4	-7.2	6.6	-0.9	-6.5	1.01
O=[n+]1c2c(n([O-])c3cc(Cl)ccc31)CCCC2	-7.0	-4.4	0.992	0.8	-8.4	2.7	0.3	-4.9	1.04
Brc1ccc(-n2c(SCc3nc4ccccc4[nH]3)nnc2-c2ccncc2)cc1	-9.7	5.8	0.944	5.6	13.5	29.0	12.6	5.7	0.942
COC(=O)c1c[nH]n2c(=O)cc(C)nc12	-10.9	2.9	0.928	7.2	-0.1	10.7	-9.1	2.2	0.971
O=C(NS(=O)(=O)N1CCCC1)C1=C(N2CCCC2)COC1=O	10.9	-5.0	0.979	2.1	-13.7	1.1	1.4	3.9	1.05
O=C1CSC(=S)N1c1ccc(F)c(Cl)c1	-7.7	18.4	1.05	-5.2	33.7	15.6	6.2	13.0	0.816
O=C(CSc1nc2[nH]ncc2c(=O)[nH]1)NCc1ccccc1	-9.3	8.8	1.01	-0.6	8.4	9.2	-6.3	3.9	0.912
COc1ccc(CN2Cc3cccc4c3[C@@H](CC2=O)[C@H](O)[C@H](O)C4)cc1	1.5	3.9	0.979	2.1	22.1	-19.0	5.3	4.9	0.961
COC(=O)c1nn(-c2ccccc2)c(=O)cc1Sc1ccc(Cl)cc1	-8.4	-0.1	0.949	5.1	-0.2	5.1	32.9	-9.8	1
CNC(=S)N/N=C/c1c(C(=O)OC)cnn1-c1ccc(F)cc1F	-8.5	-7.2	0.965	3.5	-23.5	-2.0	9.1	-2.2	1.07
O=C(CCn1c(=O)[nH]c2ccccc2c1=O)NCCCN1CCN(c2cccc(Cl)c2)CC1	8.6	3.2	0.976	2.4	-5.2	9.9	14.7	-12.9	0.968

Some of the entries above, reformatted.
Second line of a record – TIM10 inh | mIAP inh | hIAP act | hIAP inh | NALP3 yeast inh | tim10-1 inh | Apaf1 inhib | ATG4B inhibitor | mIAP activ
- COC(=O)c1c[nH]n2c(=O)cc(C)nc12
    -10.9 | 2.9 | 0.928 | 7.2 | -0.1 | 10.7 | -9.1 | 2.2 | 0.971
- O=C(NS(=O)(=O)N1CCCC1)C1=C(N2CCCC2)COC1=O
    10.9 | -5.0 | 0.979 | 2.1 | -13.7 | 1.1 | 1.4 | 3.9 | 1.05
- O=C1CSC(=S)N1c1ccc(F)c(Cl)c1
    -7.7 | 18.4 | 1.05 | -5.2 | 33.7 | 15.6 | 6.2 | 13.0 | 0.816
- O=C(CSc1nc2[nH]ncc2c(=O)[nH]1)NCc1ccccc1
    -9.3 | 8.8 | 1.01 | -0.6 | 8.4 | 9.2 | -6.3 | 3.9 | 0.912
- COc1ccc(CN2Cc3cccc4c3[C@@H](CC2=O)[C@H](O)[C@H](O)C4)cc1
    1.5 | 3.9 | 0.979 | 2.1 | 22.1 | -19.0 | 5.3 | 4.9 | 0.961
- COC(=O)c1nn(-c2ccccc2)c(=O)cc1Sc1ccc(Cl)cc1
    -8.4 | -0.1 | 0.949 | 5.1 | -0.2 | 5.1 | 32.9 | -9.8 | 1
- CNC(=S)N/N=C/c1c(C(=O)OC)cnn1-c1ccc(F)cc1F
    -8.5 | -7.2 | 0.965 | 3.5 | -23.5 | -2.0 | 9.1 | -2.2 | 1.07
- O=C(CCn1c(=O)[nH]c2ccccc2c1=O)NCCCN1CCN(c2cccc(Cl)c2)CC1
    8.6 | 3.2 | 0.976 | 2.4 | -5.2 | 9.9 | 14.7 | -12.9 | 0.968

Other entries
SMILES	TIM10 inh	mIAP inh	hIAP act	hIAP inh	NALP3 yeast inh	tim10-1 inh	Apaf1 inhib	ATG4B inhibitor	mIAP activ
C/C(=N\NC(=O)c1cccs1)c1ccc(C(=O)O)s1	-1.1	-2.2	1.07	-7.2	13.3	-16.2	-2.1	6.7	1.02
CC1CN(C(=O)COc2ccc3ccccc3c2)CC(C)O1 (stereo not given)	3.9	5.1	0.935	6.5	6.6	5.8	0.5	0.0	0.949
CCN(CC)C(=O)CCC(=O)Nc1ccc(C(=O)OC)cc1	-0.3	0.2	0.961	3.9	0.7	20.0	3.4	6.1	0.998
CC(C)(CNC(=O)Cc1ccc(NS(=O)(=O)c2cccc(C(F)(F)F)c2)cc1)N1CCOCC1	-6.1	-2.2	1.12	-12.3	7.3	-12.7	-1.2	-3.5	1.02
CCCCCN(C(=O)CCC(=O)OCc1ccccc1C)c1c(N)n(CCCC)c(=O)[nH]c1=O	9.2	-4.3	1.08	-8.2	-4.7	18.1	11.5	2.0	1.04
CN(C)c1ccc(C=Nc2ccccc2C(N)=O)cc1	6.1	-3.5	1.11	-10.7	40.0	6.5	9.7	-7.1	1.03
CCCS(=O)(=O)N1CCN(C(=O)COc2ccc(OC)cc2)CC1	-9.4	-7.0	1	-0.4	12.8	14.0	-0.3	-11.3	1.07
O=C(COC(=O)CCc1nc2ccccc2c(=O)[nH]1)NC(=O)NC1CCCC1	-9.4	-13.5	1.11	-10.8	-1.5	13.8	11.1	-6.8	1.14
CCOc1ccc(CN(C)CC(=O)Nc2cccc(S(=O)(=O)N(C)c3ccccc3)c2)cc1	24.8	4.6	1.05	-5.1	6.2	30.8	3.7	-9.0	0.954
CC(OC(=O)C1CCCCC1)C(=O)Nc1cccc(Cl)c1 (stereo not given)	11.0	-6.3	0.999	0.1	13.1	32.4	2.5	-5.7	1.06
CC(C)NC(=O)CNc1ccc(C(F)(F)F)cc1[N+](=O)[O-]	-5.4	17.3	0.967	3.3	14.5	-4.7	1.2	-1.5	0.827
O=C(COC(=O)C12CC3CC(CC(O)(C3)C1)C2)NC(=O)NCc1ccco1	-2.6	1.8	0.814	18.6	24.7	-1.6	5.8	-0.8	0.982
CC1CCCCN1CCNC(=O)C1CCCN(S(=O)(=O)c2cccc3nsnc23)C1 (stereo not given)	3.9	-8.0	0.97	3.0	-9.5	-10.9	0.4	-4.1	1.08
COc1ccccc1OCC(=O)OCn1c(SC)nnc(C)c1=O	5.6	6.9	0.925	7.5	7.6	-2.4	-1.1	-2.7	0.931
Oc1oc(-c2ccco2)nc1C=Nc1ccccc1	-11.7	1.3	1.16	-16.4	12.5	-13.5	8.2	-0.3	0.987
C[n+]1cccc(/C=N/Nc2nc(Cl)c(C#N)c(Cl)c2Cl)c1	11.1	21.5	0.909	9.1	23.8	-6.5	-8.9	3.0	0.785
Oc1cccc(C=NCc2ccccc2)c1O	4.1	57.7*	1.06	-6.0	10.9	11.4	81.8*	25.0	0.423
CC(=O)Nc1nc(=S)n(-c2ccccc2)[nH]1	-6.1	1.8	0.923	7.7	12.7	4.1	-9.0	-3.0	0.982
O=C(CSc1ccc(S(=O)(=O)N2CCOCC2)cn1)Nc1ccc(F)c(F)c1	-3.8	-5.2	1.2	-20.3	18.9	13.6	21.3	-5.4	1.05
CCCOC(=O)c1c(N)sc2c1CCC2	12.4	19.9	1	-0.2	12.5	28.5	12.4	-19.9	0.801
Nn1c(SCC(=O)NC2CCCCC2)nnc1-c1ccc(Cl)cc1	2.2	2.6	0.855	14.5	9.1	21.1	2.9	-16.4	0.974
CCOC(=O)CN1C(=O)/C(=C2\SC(=S)N(NC(=O)c3cccnc3)C2=O)c2ccccc21	-10.6	51.5*	0.85	15.0	12.3	12.4	-0.8	-0.6	0.485
Cc1nc(C)c(C(=O)C2=C(O)C(=O)N(CCN3CCOCC3)C2c2cccnc2)s1 (stereo not given)	-3.9	-10.9	1.22	-22.0	14.4	9.6	7.3	-11.6	1.11
COc1cc(C(=O)NCCc2cn3ccc(C)cc3n2)cc(OC)c1OC	14.7	-6.8	0.922	7.8	-16.7	7.1	-8.4	-6.2	1.07
Fc1ccccc1N1CCN(C2CCN(Cc3c[nH]c4ccccc34)CC2)CC1	1.4	7.3	0.927	7.3	32.4	-6.3	-4.8	0.3	0.927
Remaining list, next part:
SMILES	TIM10 inh	mIAP inh	hIAP act	hIAP inh	NALP3 yeast inh	tim10-1 inh	Apaf1 inhib	ATG4B inhibitor	mIAP activ
Cc1ccccc1C(=O)Oc1cccc2c(O)cccc12	30.2	-3.8	1.01	-0.6	22.6	27.9	5.3	11.8	1.04
O=C(COC(=O)c1cccnc1Cl)NCc1ccc2c(c1)OCO2	-5.2	-0.9	0.913	8.7	4.9	-4.1	10.0	-4.6	1.01
Cc1[nH]n(-c2ccccc2)c(=O)c1Sc1ccc(Cl)cc1	19.3	4.7	0.977	2.3	-16.4	13.5	21.5	0.3	0.953
CCCCCCCCCCOC(=O)C[N+](C)(C)C/C=C(/C)Cl	-9.0	6.9	0.869	13.1	24.5	-10.9	32.0	-1.0	0.931
CCC1CC(/C(C)=N/NC(N)=O)OC1=O (stereo not given)	-9.0	-1.4	1.02	-2.3	14.3	1.5	-4.3	-2.8	1.01
COc1cccc(CNC(=O)C2CC(=O)N(c3ccc4c(c3)OCCO4)C2)c1 (stereo not given)	3.9	-1.7	1.02	-2.3	11.6	-13.2	9.0	8.8	1.02

Screens deposited in PubChem by Sanford-Burnham Center for Chemical Genomics.
